GPR151 ag – activates the human receptor GPR151; Q8TDV0; PathHunter beta-arrestin GPR151 cells, luminescence; activation, % at 11.2 µM; 650,000 tested, 1% active; in the data active = activation above about 4.9%;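 note: 0% = median of compound wells and 100% = cells with positive control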
Target sequence (Q8TDV0 whole entry, looked up): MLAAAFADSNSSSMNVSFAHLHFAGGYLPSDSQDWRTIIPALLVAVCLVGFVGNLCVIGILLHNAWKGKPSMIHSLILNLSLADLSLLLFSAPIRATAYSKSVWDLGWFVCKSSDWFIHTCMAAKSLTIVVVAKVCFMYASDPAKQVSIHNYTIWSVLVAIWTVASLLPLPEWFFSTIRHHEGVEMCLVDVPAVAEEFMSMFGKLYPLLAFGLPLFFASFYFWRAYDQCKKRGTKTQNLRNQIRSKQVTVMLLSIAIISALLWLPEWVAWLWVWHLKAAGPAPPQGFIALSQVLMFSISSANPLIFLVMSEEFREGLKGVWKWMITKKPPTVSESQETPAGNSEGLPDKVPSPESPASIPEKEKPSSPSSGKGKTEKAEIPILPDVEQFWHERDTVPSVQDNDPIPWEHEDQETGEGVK
MITF inh – human MITF inhibition, primary screen | O75030 | 650,000 tested, 0.91% active | inhibition, % at 2.6 µM | AlphaScreen MITF homodimerization, bead proximity signal; in the data active = inhibition above about 50%;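 note: 0% = vehicle wells with protein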
Target sequence (O75030 whole entry, looked up): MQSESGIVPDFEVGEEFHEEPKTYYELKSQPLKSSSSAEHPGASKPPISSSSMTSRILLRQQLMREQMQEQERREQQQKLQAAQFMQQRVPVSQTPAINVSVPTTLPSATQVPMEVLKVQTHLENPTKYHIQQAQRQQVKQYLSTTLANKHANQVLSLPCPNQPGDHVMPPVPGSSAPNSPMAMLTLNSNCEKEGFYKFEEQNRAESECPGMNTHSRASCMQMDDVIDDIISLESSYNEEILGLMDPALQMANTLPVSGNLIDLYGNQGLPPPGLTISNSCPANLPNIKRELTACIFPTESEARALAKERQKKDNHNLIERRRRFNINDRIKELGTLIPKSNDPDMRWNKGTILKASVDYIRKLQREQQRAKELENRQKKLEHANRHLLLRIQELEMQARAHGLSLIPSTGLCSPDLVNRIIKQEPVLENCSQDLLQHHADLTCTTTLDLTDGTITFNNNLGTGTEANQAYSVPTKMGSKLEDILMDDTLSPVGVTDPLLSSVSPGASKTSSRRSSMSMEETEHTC
FBW7 activator – human FBW7 E3 ligase activation, primary screen; Q969H0; AlphaScreen FBW7–phospho-cyclin E peptide binding, activator screen; normalized activity (activation), % at 26.1 µM; 650,000 tested, 0.13% active; AID 1259310; in the data active = normalized activity above about 1.9%;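 note: purified mutant Fbw7 with reduced substrate affinity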
TEAD-YAP block – TEAD-YAP interaction inhibition | HEK-TIYL cells, TEAD-Gal4/YAP UAS-luciferase luminescence | inhibition, % at 9.12 µM | 640,000 tested, 1.4% active | AID 1259422; in the data active = inhibition above about 32%;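 note: 0% = median of test compound wells and 100% = reference inhibitor wells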
The depositor's hits bear a star.

Field names – A = GPR151 ag; B = MITF inh; C = FBW7 activator; D = TEAD-YAP block
1	NC(=O)c1ccc(-c2ncc(C(=O)NC3CCN(Cc4ccccc4)CC3)s2)cc1
  A: 0.3 | B: -7 | C: 0.1 | D: -3
2	CCOC(=O)C1CCCCN1Cc1ccc(Br)cc1 (configuration not stated)
  A: -0.2 | B: 55* | C: 0.3 | D: 7
3	COc1ccc(C(=O)Cn2nnc(-c3ccccc3)n2)cc1
  A: 0.7 | B: 15 | C: 0.0 | D: 4
4	Cc1cc(C)cc(NC(=O)CSc2ccc3nc(-c4ccccc4)cn3n2)c1
  A: 0.1 | B: 23 | C: 0.3 | D: -19
5	COc1ccc(C(=O)Nc2c(C(N)=O)oc3ccccc23)cc1
  A: 0.4 | B: 1 | C: -0.1 | D: 7
6	O=c1c2ccccc2nc(/C=C/c2ccc([N+](=O)[O-])cc2)n1-c1cccc(C(F)(F)F)c1
  A: -1.1 | B: 0 | C: 0.0 | D: -35
7	Cc1[nH]n(-c2cccc(Cl)c2)c(=O)c1/C=N/NC(=O)c1ccccc1
  A: 0.9 | B: 6 | C: 0.1 | D: -21
8	O=C(CSc1nnc(-c2cccnc2)n1-c1ccc(Cl)cc1)Nc1cccc(O)c1
  A: 0.5 | B: -3 | C: -0.2 | D: 6
9	COc1ccc(OC)c(CC(C(=O)Nc2ccc(C)cc2)/C(N)=N/O)c1 (configuration not stated)
  A: 0.7 | B: -2 | C: -0.3 | D: -3
10	COc1ccc(S(=O)(=O)N(C)CC(=O)Nc2ccc(Br)cc2F)cc1C
  A: 0.6 | B: -9 | C: -0.2 | D: -4
11	CN(CCC1CCCCO1)C(=O)c1ccc(OC2CCN(C(=O)C3CC3)CC2)cc1 (configuration not stated)
  A: 0.9 | B: 9 | C: 0.0 | D: 5
12	CC(C)n1c2ccccc2c2nnc(SCC(=O)Nc3nccs3)nc21
  A: -0.6 | B: 8 | C: 0.1 | D: -2
13	COc1ccc(-c2cc3c(ccc4ccccc43)oc2=O)cc1
  A: -0.6 | B: -3 | C: 0.2 | D: 3
14	CCOc1ccc(C2NC(=O)NC(C)=C2C(=O)OCC2CCCO2)cc1OC (configuration not stated)
  A: -0.5 | B: -13 | C: 0.0 | D: -4
15	O=[N+]([O-])c1cnn(Cc2cccc(Cl)c2)c1
  A: -1.4 | B: 2 | C: -0.4 | D: 0
16	O=C(Cc1c(O)c2ccccc2[nH]c1=O)NCc1ccccc1Cl
  A: 0.5 | B: -2 | C: -0.1 | D: -7
17	COCC(C)n1c(=O)c2ccccc2c2ccccc2c1=O (configuration not stated)
  A: -0.5 | B: 7 | C: 0.3 | D: 1
18	O=C(O)c1ccc(C(Nc2ccccn2)c2cc(Cl)c3cccnc3c2O)cc1 (configuration not stated)
  A: -0.5 | B: 22 | C: -1.2 | D: 4
19	CCc1nc(C)cn1S(=O)(=O)c1ccc(C)c(C)c1C
  A: 0.8 | B: -27 | C: 0.0 | D: 9
20	O=C1C2C(C(=O)N1/N=C\c1ccc(I)o1)C1C=CC2C12CC2 (configuration not stated)
  A: 0.3 | B: 3 | C: 0.2 | D: -12

Molecules shown so far that contain an aryl thioether with sulfur outside any ring, in the order listed:
Field names – A = GPR151 ag; B = MITF inh; C = FBW7 activator; D = TEAD-YAP block
4	Cc1cc(C)cc(NC(=O)CSc2ccc3nc(-c4ccccc4)cn3n2)c1
  A: 0.1 | B: 23 | C: 0.3 | D: -19
8	O=C(CSc1nnc(-c2cccnc2)n1-c1ccc(Cl)cc1)Nc1cccc(O)c1
  A: 0.5 | B: -3 | C: -0.2 | D: 6
12	CC(C)n1c2ccccc2c2nnc(SCC(=O)Nc3nccs3)nc21
  A: -0.6 | B: 8 | C: 0.1 | D: -2

Carrying on:
Field names – A = GPR151 ag; B = MITF inh; C = FBW7 activator; D = TEAD-YAP block
21	CN(C)/C=C/c1c([N+](=O)[O-])c2ccc(O)cc2n1-c1ccccc1
  A: -0.1 | B: -6 | C: -0.3 | D: -7
22	Oc1ccc(Cl)cc1/C=N/Nc1nncc(-c2ccccc2)n1
  A: 0.7 | B: -4 | C: -0.7 | D: 4
23	CN(C)CCNc1nc(C2COc3ccccc3O2)nc2ccc(-c3ccncc3)cc12 (configuration not stated)
  A: -1.7 | B: 38 | C: -0.4 | D: -19
24	CCOC(=O)c1ccc(N2C(=O)c3n[nH]c(C)c3C2c2ccccc2F)cc1 (configuration not stated)
  A: -0.6 | B: -5 | C: -0.1 | D: 9
25	CC1(C)c2ccccc2N(CC(=O)NCc2ccc(Cl)cc2)C12C=Cc1cc([N+](=O)[O-])ccc1O2 (configuration not stated)
  A: 6.3* | B: 10 | C: -0.1 | D: -5
26	CC(C)CC(CCC(=O)NN)(C(=O)NN)c1csc(N)n1 (configuration not stated)
  A: -0.2 | B: 6 | C: 0.6 | D: -6
27	CC(=O)c1ccc(N2CCN(CC(=O)NCc3ccccc3)CC2)cc1
  A: 0.8 | B: 18 | C: 0.6 | D: -4
28	Cc1cc(C)cc(-n2cnc3cc(C(=O)NC4CCCC(C)C4C)ccc32)c1 (configuration not stated)
  A: 1.1 | B: -3 | C: 0.1 | D: -1
29	Cc1cc(C(=O)NCCCN2CCCC2=O)sc1-c1ccccc1
  A: -0.4 | B: 15 | C: -0.2 | D: -39
30	c1ccc(OCCNc2cc(Nc3ccc(N4CCOCC4)cc3)ncn2)cc1
  A: -0.6 | B: 9 | C: 0.0 | D: 7
31	COc1ccc(C(=O)Nc2ccc(Cl)cn2)c(OC)c1OC
  A: -0.5 | B: -4 | C: 0.0 | D: -54
32	CCc1sc(C(=O)NNC(=O)C(C)(C)C)cc1C
  A: -1.1 | B: -3 | C: 0.0 | D: -1
33	COC(=O)c1c(NC(=O)COc2ccc(C(C)C)c(C)c2)sc2c1C(C(=O)OC)CC2 (configuration not stated)
  A: 0.9 | B: 11 | C: 1.0 | D: -10
34	C=CCNC(=O)COc1ccc(S(=O)(=O)NCCC)cc1Cl
  A: 0.4 | B: -5 | C: -0.1 | D: 0
35	CCOC(=O)N1CCN(C(=O)CC2C(=O)NCCN2Cc2ccccc2C)CC1 (configuration not stated)
  A: 0.1 | B: 1 | C: -0.1 | D: 4
36	Cc1cc(C)n(-c2ccc(Cl)cc2)c(=O)c1C(=O)O
  A: 1.6 | B: -2 | C: 0.1 | D: 2
37	CCOc1ccc(S(=O)(=O)NCCC2=CCCCC2)c2cccnc12
  A: 2.0 | B: 11 | C: 0.1 | D: 1
38	O=C(CCC(=O)N1CCN(c2ccc(O)cc2)CC1)c1cccs1
  A: 1.6 | B: -3 | C: 0.4 | D: -23
39	Cc1csc(C(C#N)C(=O)c2ccc(S(=O)(=O)N3CCCC3)cc2)n1 (configuration not stated)
  A: -0.9 | B: 16 | C: 0.1 | D: 1
40	COc1ccc(N2CCN(C(c3ccccc3)c3nnnn3C(C)C)CC2)cc1 (configuration not stated)
  A: 0.0 | B: 2 | C: -0.2 | D: 2
41	CC(=O)c1cccc(-c2cncc(C(=O)Nc3ccc(N4CCOCC4)cc3)c2)c1
  A: -1.0 | B: 10 | C: 0.0 | D: -3
42	Cc1nc(NC2CCCCC2)c2sc3nc4c(cc3c2n1)COC(C)(C)C4
  A: 0.5 | B: -4 | C: 0.1 | D: 6
43	Cc1ccc(-c2cc(=O)[nH][nH]2)c(C)c1
  A: -0.7 | B: 18 | C: -0.1 | D: 7
44	COc1cccc(-n2c(=O)[nH]c3c(C(N)=O)nc(-c4ccco4)nc32)c1
  A: 1.7 | B: 10 | C: 0.2 | D: 11
45	O=C(COc1ccc2c(c1)OCO2)N/N=C/c1ccc(Cl)c(Cl)c1
  A: 0.4 | B: -2 | C: 0.1 | D: 7
46	CCn1cc(C(=O)Nc2cccc(Cl)c2)c(=O)c2ccc(C)nc21
  A: -2.2 | B: 15 | C: 0.0 | D: -5
47	COc1ccc(O)c(/C=C(\C#N)C(=O)NC2CCCCC2C)c1 (configuration not stated)
  A: -0.1 | B: 1 | C: 0.0 | D: 3
48	Cc1ccc(NS(=O)(=O)c2c(C)n[nH]c2C)cc1Cl
  A: -0.4 | B: -6 | C: 0.2 | D: 7
49	CC(=O)N(C)c1ccc(NC(=O)c2ccncc2)cc1
  A: -0.6 | B: -7 | C: 0.0 | D: 2
50	CC(=O)Nc1ccc(NC(=O)COC(=O)CSc2cc(Cl)ccc2Cl)cc1
  A: -0.2 | B: 11 | C: 0.0 | D: 6
51	CCS(=O)(=O)c1nc2ccccc2n1CC(=O)Nc1ccccc1C(=O)OC
  A: -0.3 | B: -16 | C: 0.0 | D: 2
52	COc1ccc(/C=N/N=C2\NC(=O)C(CC(=O)Nc3ccc(C)cc3)S2)cc1 (configuration not stated)
  A: -0.3 | B: 73* | C: 0.1 | D: 3
53	N#C/C(=C/c1cn(CC(=O)N2CCOCC2)c2ccccc12)c1ccc(F)cc1
  A: 0.0 | B: -1 | C: -0.1 | D: 14
54	CCn1c(C)c(C(C)=O)c2cc(OCC(O)CNC3CCCCC3)ccc21 (configuration not stated)
  A: 0.7 | B: 0 | C: -0.1 | D: 16
55	CCC(=O)Oc1cccc(N2C(=O)C3C4C=CC(C3C2=O)C2C(=O)N(c3cccc(OC(=O)CC)c3)C(=O)C42)c1 (configuration not stated)
  A: -1.0 | B: 5 | C: 0.4 | D: 5
56	O=C(COc1ccc(Cl)cc1)Nc1c2c(nn1-c1cccc(Cl)c1)CS(=O)C2 (configuration not stated)
  A: 1.4 | B: 1 | C: -0.1 | D: 0
57	C=CCN=C(CCC)C1=C(O)C(C(=O)OC)C(C)(C)CC1=O (configuration not stated)
  A: -0.4 | B: 0 | C: 0.4 | D: -3
58	O=C(NCCn1ccc2ccccc21)NC1CC(=O)N(c2ccc(F)cc2)C1 (configuration not stated)
  A: 1.0 | B: 3 | C: 0.9 | D: 9
59	CCOC(=O)c1nc(Nc2cc(OC)cc(OC)c2)c2ccccc2n1
  A: 2.1 | B: -12 | C: -0.1 | D: 19
60	CN1CCN(C(=O)[C@H]2C[C@@H](c3ccc(F)cc3)NS(=O)(=O)N2C)CC1
  A: 0.5 | B: 17 | C: 0.0 | D: 8
61	COCCN1CCN(C(=O)Cn2nnnc2CN(C)C(C)C)CC1
  A: 0.4 | B: 8 | C: 0.0 | D: 5
62	CC(C)[C@@H](O)C(=O)N1CCC(C(=O)Nc2ccc3[nH]ncc3c2)CC1
  A: 0.3 | B: 6 | C: -0.1 | D: 4
63	O=C1C2=C(Nc3ncnn3C2c2ccc(Cl)cc2)c2ccccc21 (configuration not stated)
  A: -0.8 | B: 0 | C: -0.1 | D: -6
64	O=C(Nc1ccc(F)cc1)c1cc2cc(Br)ccc2oc1=O
  A: -0.8 | B: 14 | C: 0.2 | D: 6
65	Cc1c(C(=O)Nc2ccccc2C(F)(F)F)sc2nc(SCC(=O)C(C)(C)C)n(CCc3ccccc3)c(=O)c12
  A: 0.1 | B: -5 | C: -0.1 | D: -10
66	O=C(NCCc1ccccc1)/C(=C\c1ccccc1)NC(=O)c1ccc(Cl)cc1Cl
  A: 0.7 | B: -2 | C: -0.1 | D: 6
67	Nc1cccc(-c2nc(Nc3ccccc3)c3ncn(-c4ccsc4)c3n2)c1
  A: -0.1 | B: 1 | C: 0.0 | D: 49*
68	CCC(=O)N1c2ccccc2NC2=C(C(=O)CC(c3cc(OC)c(OC)c(OC)c3)C2)C1c1cccc(F)c1 (configuration not stated)
  A: -1.0 | B: -10 | C: 0.0 | D: 8
69	CCCCCCSc1nc(O)cc(=O)[nH]1
  A: -0.2 | B: -8 | C: 0.1 | D: 2
70	O=C(Nc1cc([N+](=O)[O-])ccc1F)C1CC1
  A: -0.3 | B: -9 | C: 0.0 | D: 7

A few values from above.
GPR151 ag result of entry 15 : -1.4
MITF inh result of entry 32 : -3

Carrying on.
Field names – A = GPR151 ag; B = MITF inh; C = FBW7 activator; D = TEAD-YAP block
71	COc1ccc(-c2nc3s/c(=C\c4ccc(C)o4)c(=O)n3n2)cc1OC
  A: 0.3 | B: 17 | C: 0.0 | D: 0
72	Clc1ccc(OCCn2cncn2)cc1
  A: 6.4* | B: -18 | C: 0.0 | D: -5
73	CCOc1ccc(NC(=O)CN2CCN(Cc3ccccc3F)CC2)cc1
  A: -0.5 | B: 9 | C: 0.3 | D: 2
74	Nc1ccccc1C(=O)N1CCCCC1
  A: 1.2 | B: -4 | C: 0.2 | D: 0
75	Cc1ccc(S(=O)(=O)C2(C(=O)N3CCC(C)CC3)CC2)cc1
  A: -0.4 | B: -3 | C: 0.0 | D: -2
76	COc1cc([N+](=O)[O-])ccc1NC(=O)CSc1ncn[nH]1
  A: 2.2 | B: -10 | C: -0.4 | D: 0
77	O=C(NC1CCN(Cc2ccccc2)CC1)c1ccc(N2CC3CC(C2)c2cccc(=O)n2C3)c([N+](=O)[O-])c1 (configuration not stated)
  A: -0.7 | B: -9 | C: -0.1 | D: 0

Random excerpt: 3 entries already listed.
Field names – A = GPR151 ag; B = MITF inh; C = FBW7 activator; D = TEAD-YAP block
77	O=C(NC1CCN(Cc2ccccc2)CC1)c1ccc(N2CC3CC(C2)c2cccc(=O)n2C3)c([N+](=O)[O-])c1 (configuration not stated)
  A: -0.7 | B: -9 | C: -0.1 | D: 0
72	Clc1ccc(OCCn2cncn2)cc1
  A: 6.4* | B: -18 | C: 0.0 | D: -5
75	Cc1ccc(S(=O)(=O)C2(C(=O)N3CCC(C)CC3)CC2)cc1
  A: -0.4 | B: -3 | C: 0.0 | D: -2

Single records, from the list above. Screens in order: GPR151 ag | MITF inh | FBW7 activator | TEAD-YAP block
CN(C)CCNc1nc(C2COc3ccccc3O2)nc2ccc(-c3ccncc3)cc12 (configuration not stated) is listed with -1.7 | 38 | -0.4 | -19
O=[N+]([O-])c1cnn(Cc2cccc(Cl)c2)c1 is listed with -1.4 | 2 | -0.4 | 0
